Screening results as filed in PubChem.
influenza NS1A: H1N1 influenza NS1A inhibitors, functional cell based assay (AID 504329); NS1A functional cell-based assay, percent inhibition; higher % means a stronger effect; inhibition, % at 12.5 µM; hits with a dose series show IC50 in µM; actives 0.3% (n = 340,000); in the data active = a potency from the dose series; inconclusive = inhibition above about 27% without an active follow-up result; also: strong numbers were not always called active
M. tuberculosis HTS: M. tuberculosis growth inhibition, HTS (AID 449762); M. tuberculosis H37Rv growth inhibition, 7H9 media; higher % means a stronger effect; one-dose inhibition, % at 25 µM; IC50 in µM for titrated hits; actives 0.59% (n = 330,000); in the data active = a potency from the dose series; inconclusive = inhibition above about 70% without an active follow-up result;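 also: bacterial growth assessed after seven days of incubation; strong numbers were not always called active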
inhibitors of VEEV: inhibitors of VEEV TC-83 cytopathic effect, confirmation, Vero cells (AID 588727); Vero cells, VEEV TC-83 cytopathic effect inhibition; higher % means a stronger effect; inhibition, % at 20 µM, or IC50 in µM where a hit was titrated; actives 0.13% (n = 350,000); in the data active = a potency from the dose series; inconclusive = inhibition mostly from about 14% at the one dose, without a potency; inactive = the rest, 99 in 100 with inhibition below about 12%; also: strong numbers were not always called active
PhoP GFP inhibition: PhoP regulon inhibitors, Salmonella typhi PhoP promoter GFP reporter, confirmatory (AID 1850); Salmonella Typhi PhoP-promoter GFP reporter, fluorescence, 4 h; higher % means a stronger effect; one-dose inhibition, % at 50 µM; IC50 in µM for titrated hits; actives 0.33% (n = 310,000); in the data active = a potency from the dose series; inconclusive = inhibition mostly from about 25% at the one dose, without a potency; inactive = the rest, 99 in 100 with inhibition below about 19%;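 also: 0% = induced wells with vehicle and 100% = uninduced wells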
M. tuberculosis: growth inhibition of non-replicating M. tuberculosis (AID 488890) | Mycobacterium tuberculosis non-replicating, growth inhibition; higher % means a stronger effect | inhibition, % at 25 µM, or IC50 in µM where a hit was titrated | actives 0.39% (n = 320,000); in the data active = a potency from the dose series; inconclusive = inhibition mostly from about 82% at the one dose, without a potency; inactive = the rest, 99 in 100 with inhibition below about 76%;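 also: plate controls were DMSO cells for no effect and high antibiotic wells for full effect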
inhibitors of VEEV 10K pilot screen: recorded beside inhibitors of VEEV, whose call it bears; inhibition, %; measured here: 10K pilot screen inhibition
* marks the source's active call; other numbers are inactive results; i = inactive; ? = inconclusive; nt = not tested or not shown.

The first 2 records, to show the layout:
SMILES | influenza NS1A | M. tuberculosis HTS | inhibitors of VEEV | PhoP GFP inhibition | M. tuberculosis | others
COC(=O)[C@]1(C)N[C@H](CN(C)C(=O)c2ccccc2)[C@@H]2C(=O)N(Cc3ccccc3)C(=O)[C@@H]21 | -9% | -6% | i | nt | -10%
COc1ccc(OCC(=O)Nc2ccc(Cl)cc2)cc1 | -1% | 57% | 0.4% | 2% | ?

The listing, previewed entries included:
SMILES | influenza NS1A | M. tuberculosis HTS | inhibitors of VEEV | PhoP GFP inhibition | M. tuberculosis | others
COC(=O)[C@]1(C)N[C@H](CN(C)C(=O)c2ccccc2)[C@@H]2C(=O)N(Cc3ccccc3)C(=O)[C@@H]21 | -9% | -6% | i | nt | -10%
COc1ccc(OCC(=O)Nc2ccc(Cl)cc2)cc1 | -1% | 57% | 0.4% | 2% | ?
O=C(COC(=O)c1cc(S(=O)(=O)N2CCOCC2)ccc1O)Nc1ccc2c(c1)OCO2 | -5% | 18% | 0.3% | nt | 13%
Cc1ccc(C(=O)OCC(=O)Nc2ccc(C(N)=O)cc2)s1 | -8% | 6% | 2.5% | nt | 13%
COC(=O)c1ccc(NC(=O)CN2CCN(CCO)CC2)cc1 | -5% | -6% | 0.4% | 9% | 3%
NC(=O)c1cc[n+](Cc2ccc([N+](=O)[O-])cc2)cc1 | -5% | -7% | 0.1% | 0% | -10%
Cc1ccc2c(c1)C(c1ccc(F)cc1)N(C(=O)c1ccc(S(=O)(=O)N(C)C)cc1)CC(=O)N2 (stereo not drawn) | 1% | 50% | 5.8% | 4% | 36%
c1ccc2c(c1)ncn2CCOCCOCCn1cnc2ccccc21 | 5% | -3% | i | -8% | 12%
CCc1ccc2[nH]c(C(=O)Nc3ccc(C)c(F)c3)cc2c1 | -1% | 6% | 1.4% | 12% | 12%
COCCNC(=S)NN(c1ccccc1)c1ccccc1 | -6% | -9% | 3.9% | -5% | 1%

Gathered by group: the compounds so far containing fluorine (two)
SMILES | influenza NS1A | M. tuberculosis HTS | inhibitors of VEEV | PhoP GFP inhibition | M. tuberculosis | others
Cc1ccc2c(c1)C(c1ccc(F)cc1)N(C(=O)c1ccc(S(=O)(=O)N(C)C)cc1)CC(=O)N2 (stereo not drawn) | 1% | 50% | 5.8% | 4% | 36%
CCc1ccc2[nH]c(C(=O)Nc3ccc(C)c(F)c3)cc2c1 | -1% | 6% | 1.4% | 12% | 12%

Later entries.
SMILES | influenza NS1A | M. tuberculosis HTS | inhibitors of VEEV | PhoP GFP inhibition | M. tuberculosis | others
O=C(Nc1cc(F)ccc1F)c1cccc(-n2cnnn2)c1 | -3% | 2% | 0.7% | -1% | -15%
Cn1c(=O)n(C)c2cc(C(N)=O)ccc21 | 6% | -1% | 0.5% | 7% | -2%
NC(=S)n1[nH]c(-c2ccc([N+](=O)[O-])cc2)c(N=Nc2ccc(Cl)cc2)c1=O | 5% | nt | 7.0% | nt | nt
COc1ccc(O)c(C(C)(C)C)c1 | -4% | -6% | 0.1% | 4% | -8%
COc1cc(NC(=O)CCN2CCN(c3ccccc3F)CC2)cc(OC)c1 | 10% | 53% | i | -3% | 2%
CCCC1NC(C(=O)O)Cc2c1[nH]c1ccccc21 (stereo not drawn) | -10% | 2% | i | 8% | 11%
CSc1nc2ccc(NC(=O)C3CCCO3)cc2s1 (stereo not drawn) | 5% | ? | i | 3% | 48%
Cc1c(C)c(C)c(C(=O)c2ccc(NC(=O)c3ccccc3C(=O)O)cc2)c(C)c1C | -3% | 8% | 1.6% | -1% | 5%
Cc1c(C(=O)N2CCN(c3ccccc3)CC2)sc2ncnc(N3CCN(c4ccccn4)CC3)c12 | 2% | ? | ? | 10% | 4%
Nc1ncncc1-c1ccc([N+](=O)[O-])cc1 | -15% | 1% | 1.7% | 80µM* | 3%
Cc1ccc(Cn2ccsc2=NC(=O)COC(=O)c2ccc(NC(=O)CC#N)cc2)cc1 | 0% | -3% | 9.9% | 1% | 17%
CC(C)[C@H](NC(=O)c1ccccc1Cl)C(=O)NC1CCCCCC1 | 0% | -3% | i | 3% | -1%
COc1ccc(OC)c(NC(=S)NCc2ccccc2OC)c1 | 3% | 3% | 6.2% | 9% | 36%
COc1cc(CN2CCNC(=O)C2CC(=O)O)cc(OC)c1 (stereo not drawn) | 1% | -5% | 0.3% | 5% | -3%
COC(=O)c1ccccc1S(=O)(=O)N1CCC(C(=O)NCCC2=CCCCC2)CC1 | 2% | 8% | 0.7% | nt | 26%
Cc1ccc(NC(=S)/C(=C(\[O-])c2ccc(Cl)s2)[n+]2cccc(CO)c2)cc1C | 3% | 5% | 2.6% | 2% | 25%
Cc1ccc(NC(=O)c2ccc(=O)[nH]n2)cc1C | -4% | -2% | 1.3% | 2% | 3%
COc1cc(C(=O)OCC(=O)NCc2ccccc2)cc(NC(=O)c2ccco2)c1OC | 20% | 7% | 5.8% | 3% | -22% | inhibitors of VEEV 10K pilot screen=5.5
NC(=O)CSc1ncnc2c1oc1ccccc12 | 10% | 0% | 0.7% | -16% | -8%
COc1cc2c(cc1OC)C(CC(=O)O)N(C(=O)CC1CCCC1)CC2 (stereo not drawn) | -14% | -3% | 1.5% | -3% | -1%
Clc1ccc(Cc2nc(-c3ccncc3)no2)cc1 | 3% | 8% | 2.3% | -6% | 66%
CCOC(=O)c1c(-c2ccccc2)oc2ccc(O)c(CN(C)C)c12 | -2% | 2% | 4.0% | 4% | 43%
O=S(=O)([N-]c1nc2ccccc2nc1-[n+]1ccccc1)c1ccc(F)cc1 | 3% | 0% | i | 12% | -3%
Cc1ccnc(Sc2ncccc2[N+](=O)[O-])n1 | -5% | -8% | 1.9% | 8% | 5%
O=C(O)c1ccc(-n2nnnc2SCc2ccccc2)cc1 | -26% | 1% | i | -2% | -8%
CCOc1ccc(C2c3[nH]c4ccccc4c3CCN2Cc2cn(CC)nc2C)cc1 (stereo not drawn) | -3% | -2% | 0.5% | 0% | 46%
CCSc1nnc(NC(=O)CSc2nccn2-c2cccc(C)c2)s1 | -1% | 36% | 2.1% | 4% | ?
NC(=O)c1cnn2c(C(F)(F)F)cc(-c3ccccc3)nc12 | 0% | 2% | 6.6% | -4% | -1%
COc1ccc(S(=O)(=O)N2CCOCC2)cc1C(=O)NCc1c(C)nn(Cc2ccccc2)c1C | -7% | nt | 5.2% | nt | nt
CC[C@]12c3[nH]c4ccc(Cl)cc4c3CCN1C(=O)[C@@H](CC(=O)NCCCOC)C[C@@H]2C(=O)N1CCN(C(=O)c2ccco2)CC1 | -18% | nt | 1.2% | nt | nt
CCC1CCCCN1CCCNC(=O)C1CCN(S(=O)(=O)N2CCCCC2)CC1 (stereo not drawn) | -6% | -2% | i | -16% | 26%
Cc1cccc(C(=O)C2CCN(S(=O)(=O)c3cccc(C(=O)O)c3)CC2)c1 | -12% | nt | 0.2% | nt | nt
COc1ccc(N2C(=O)C3C4c5ccccc5C(C=Nc5ccc(C)cc5C)(c5ccccc54)C3C2=O)cc1 (stereo not drawn) | -5% | 37% | 5.7% | -10% | 1%
Cc1c(C(=O)OCC(=O)Nc2cccc(S(N)(=O)=O)c2)oc2c1ccc1ccccc12 | -6% | 1% | 7.7% | 3% | 5%
CCOC(=O)CCc1cnccc1-c1cccc(OC)c1O | -1% | 5% | 0.7% | -2% | 3% | inhibitors of VEEV 10K pilot screen=0.8
CN(C(=O)c1cccc(S(=O)(=O)NCc2ccccc2)c1)C1CCCCC1 | 1% | -5% | 3.6% | nt | 13%
O=C(NCCCNC(=O)c1cnccn1)c1ccc(Br)cc1 | -15% | 4% | 3.6% | 10% | -9%
CCC(C)[C@H](NC(=O)Nc1ccccc1F)C(=O)O (stereo partly drawn) | -5% | 4% | 3.1% | -23% | -5%
CCC(=O)N1CCN(c2nc3ccc(Br)cc3s2)CC1 | 9% | 0% | 2.3% | -4% | 35%
O=c1cc(N2CCN(c3ccccc3)CC2)[nH]c(=O)n1-c1ccccc1 | 9% | -3% | 0.1% | -7% | -10%

Five records drawn at random from those above, as already listed:
SMILES | influenza NS1A | M. tuberculosis HTS | inhibitors of VEEV | PhoP GFP inhibition | M. tuberculosis | others
O=c1cc(N2CCN(c3ccccc3)CC2)[nH]c(=O)n1-c1ccccc1 | 9% | -3% | 0.1% | -7% | -10%
COc1ccc(N2C(=O)C3C4c5ccccc5C(C=Nc5ccc(C)cc5C)(c5ccccc54)C3C2=O)cc1 (stereo not drawn) | -5% | 37% | 5.7% | -10% | 1%
Cc1c(C(=O)OCC(=O)Nc2cccc(S(N)(=O)=O)c2)oc2c1ccc1ccccc12 | -6% | 1% | 7.7% | 3% | 5%
CCC(C)[C@H](NC(=O)Nc1ccccc1F)C(=O)O (stereo partly drawn) | -5% | 4% | 3.1% | -23% | -5%
Cc1cccc(C(=O)C2CCN(S(=O)(=O)c3cccc(C(=O)O)c3)CC2)c1 | -12% | nt | 0.2% | nt | nt

Following part.
SMILES | influenza NS1A | M. tuberculosis HTS | inhibitors of VEEV | PhoP GFP inhibition | M. tuberculosis | others
Cc1nn(C(C)C)c(C)c1CN1CCCC(C(=O)c2cccc(OC(C)C)c2)C1 (stereo not drawn) | -1% | 1% | i | -7% | -13%
COc1ccc(CNC(=O)Cc2c[nH]c3ccccc23)cc1OC | -1% | 4% | 2.0% | -8% | 2%
Cc1ccc(C)c(NC(=O)CN(C)C(=O)COc2ccc3ccccc3c2)c1 | -8% | -11% | 7.4% | nt | -11%
CCN(C(=O)CSc1nnc(CNc2cccc(OC)c2)n1C1CCCCC1)C1CCS(=O)(=O)C1 (stereo not drawn) | -3% | -1% | 3.0% | -9% | -1%
CCOC(=O)C1CCCN(C(=O)Cn2ncc3c(=O)oc4ccc(C)cc4c32)C1 (stereo not drawn) | 27% | nt | 0.2% | nt | nt
COCc1cc(CN2CCCC(CNC(=O)c3ccc(F)cc3)C2)ccc1OC (stereo not drawn) | 1% | 4% | 0.8% | 9% | 2%
COc1ccc(C2Nc3ccccc3C(=O)N2NS(=O)(=O)c2ccccc2)cc1OC (stereo not drawn) | -18% | 1% | 2.5% | 0% | 9%
COc1ccc(OC)c(CCNC(=O)CCc2cn(C)c3ccccc23)c1 | -4% | 4% | 3.4% | 2% | 3%
COCCNC(=O)CCn1nc(-c2ccc(C)cc2)ccc1=O | -6% | -3% | 0.3% | -4% | -8%
COc1ccc(C(C(=O)NC(C)(C)C)N(C(=O)CCC(=O)Nc2cc(C)on2)c2ccc(C)c(C)c2)cc1 (stereo not drawn) | -3% | 20% | i | 5% | 20%
O=C1[C@H]2[C@@H](c3ccc(F)cc3)N3C(=O)N(c4cccc(Cl)c4)C(=O)[C@@]3(Cc3ccccc3)[C@H]2C(=O)N1C1CCCCC1 | -2% | -5% | i | 2% | 7% | inhibitors of VEEV 10K pilot screen=0.7
COc1cc(C(=O)NCC(=O)NNC(=O)C2COc3ccccc3O2)cc(OC)c1OC (stereo not drawn) | -3% | 2% | 2.3% | nt | -4%
OC(CC#CCN1CCCC1)(c1ccccc1)c1ccccc1 | 0% | -4% | i | -3% | 19%
COCCn1c(SCC(=O)N2CCCC2)nnc1-c1ccoc1C | 1% | -1% | 0.8% | 0% | -18%
CNC(=O)CC1C(=O)N(c2ccc(OC)cc2)C(=S)N1NC(=O)c1cccc(F)c1 (stereo not drawn) | nt | -9% | 1.1% | 0% | -29%
Cc1ccc(-n2nc(C)c3c(C)cc(=O)[nH]c32)cc1 | -1% | -8% | 4.4% | -1% | 2%
CS(=O)(=O)N(CC(=O)N1CCc2ccccc2C1)Cc1ccc(F)cc1 | -5% | 1% | i | -6% | -1%
O=C1NC(=S)N/C1=C/c1cccnc1 | -8% | -3% | 1.0% | -4% | 4%

Sorted by molar mass (low to high): three of the compounds above.
SMILES | influenza NS1A | M. tuberculosis HTS | inhibitors of VEEV | PhoP GFP inhibition | M. tuberculosis | others
COCCNC(=O)CCn1nc(-c2ccc(C)cc2)ccc1=O | -6% | -3% | 0.3% | -4% | -8%
c1ccc2c(c1)ncn2CCOCCOCCn1cnc2ccccc21 | 5% | -3% | i | -8% | 12%
Cc1c(C(=O)OCC(=O)Nc2cccc(S(N)(=O)=O)c2)oc2c1ccc1ccccc12 | -6% | 1% | 7.7% | 3% | 5%
